EPAC2 antag – EPAC2 (human) antagonism; Q8WZA2; EPAC2 GEF exchange of Rap1B-BODIPY-GDP, fluorescence; Potency, µM (titrated, usually from 114 µM), for inactives: at the highest dose activity, negative = inhibition, actives largely listed as inhibitors; hit rate 0.18% among 360,000; AID 720708; further: on the % scale 0 is the no-effect control and ±100 the full control effect; nearly all actives have a fitted effect of over 45% in size; many of its hits are not listed in these tables
Target sequence (Q8WZA2 whole entry, looked up): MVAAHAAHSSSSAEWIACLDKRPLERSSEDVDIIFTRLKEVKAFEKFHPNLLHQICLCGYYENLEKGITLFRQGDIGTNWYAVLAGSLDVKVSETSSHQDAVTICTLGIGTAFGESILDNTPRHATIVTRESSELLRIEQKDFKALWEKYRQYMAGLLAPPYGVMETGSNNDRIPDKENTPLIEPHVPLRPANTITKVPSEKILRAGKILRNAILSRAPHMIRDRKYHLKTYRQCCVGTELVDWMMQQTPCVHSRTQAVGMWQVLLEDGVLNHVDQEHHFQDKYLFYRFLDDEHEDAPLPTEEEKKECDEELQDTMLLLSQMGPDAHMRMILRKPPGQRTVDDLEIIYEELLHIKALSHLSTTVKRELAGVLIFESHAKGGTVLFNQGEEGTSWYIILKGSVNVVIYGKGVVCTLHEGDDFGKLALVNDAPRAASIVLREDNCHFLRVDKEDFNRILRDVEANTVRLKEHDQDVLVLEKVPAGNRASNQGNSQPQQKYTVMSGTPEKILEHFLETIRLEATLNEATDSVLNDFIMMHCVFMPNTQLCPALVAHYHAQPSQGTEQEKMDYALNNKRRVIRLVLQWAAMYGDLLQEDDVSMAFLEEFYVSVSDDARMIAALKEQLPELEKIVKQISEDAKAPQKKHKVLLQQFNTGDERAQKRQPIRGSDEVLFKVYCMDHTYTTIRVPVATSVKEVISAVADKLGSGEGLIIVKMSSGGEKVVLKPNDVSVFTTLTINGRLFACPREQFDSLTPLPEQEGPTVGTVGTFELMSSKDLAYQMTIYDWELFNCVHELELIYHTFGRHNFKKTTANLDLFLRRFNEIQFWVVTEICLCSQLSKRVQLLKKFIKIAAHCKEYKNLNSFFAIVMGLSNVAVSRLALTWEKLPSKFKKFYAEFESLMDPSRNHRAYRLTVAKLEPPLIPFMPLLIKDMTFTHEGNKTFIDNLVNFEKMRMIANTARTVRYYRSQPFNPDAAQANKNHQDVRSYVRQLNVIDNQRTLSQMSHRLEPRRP
A549 viability – kills or reduces viability of A549 cells in Nrf2 counter-screen | hit rate 0.16% among 390,000 | A549 ARE-Fluc cells, CellTiter-Fluor viability, 18-24 h | Potency, µM (top dose mostly 46 µM), without a hit: top-dose activity change, negative = cytotoxicity, hits mostly inhibitors | AID 504648; further: on the % scale 0 is the no-effect control and ±100 the full control effect
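A549 ARE_Fluc cells in 5% FBS OPTI-MEM were exposed to compounds in concentration-response for 18-24 h at 37 deg C. Viability was read by CellTiter-Fluor fluorescence (Ex 405/Em 525) after 30 min, before the luciferase read.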
HepG2 viability – kills HepG2 cells in TGF-b inhibitor counter-screen; HepG2 CAGA-GFP viability, ATP luminescence, 18 h; Potency, µM (top dose mostly 46.1 µM), for inactives: at the highest dose activity change, negative = cytotoxicity, most hits filed as cytotoxic; hit rate 0.76% among 410,000; AID 588856; further: some results filed as inactive show a strong effect at the top dose
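CellTiter-Glo luminescence gave cytotoxicity after 18 hours at 37 degrees C. The cells were HepG2 CAGA-GFP in 1% FBS DMEM, stimulated with 500 pg/mL TGF-beta after compound addition. %Activity was normalised to no-cell wells (complete cell-killing) and DMSO (no toxicity), and curves were fitted and classified.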
Nrf2 inh – inhibitors of Nrf2 signaling; A549 ARE-Fluc reporter, luciferase luminescence, 18-24 h; Potency, µM (titrated, usually from 46 µM), inactives show at the highest dose activity change, negative = inhibition, hits mostly inhibitors; hit rate 2.1% among 360,000; AID 504444; further: on the % scale 0 is the no-effect control and ±100 the full control effect; nearly all actives have a fitted effect of over 60% in size
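Quantitative HTS in A549 cells stably bearing an antioxidant response element-firefly luciferase construct. Inhibition of Nrf2-driven transcription was scored by luminescence after 18-24 h of compound exposure at 37 °C.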
S2 tox – reduces viability in counter-screen for ATXN expression inhibitors. S2 cells (HEK-293 line with an ATXN2-luciferase reporter) viability, CellTiter-Fluor protease fluorescence, 24 h. Potency, µM (titrated, usually from 56.7 µM), hits mostly cytotoxic. hit rate 0.49% among 400,000. AID 651635; further: nearly all actives have a fitted effect of over 40% in size
Nrf2 activator – activates Nrf2 signaling; AREc32 ARE-luciferase reporter (MCF7-derived line), luminescence, 24 h; Potency, µM (doses to about 46.1 µM), without a hit: at the highest dose activation, usual class: activators; hit rate 0.31% among 410,000; further: % of control where 0% means no effect; nearly all actives have a fitted effect of over 65% in size
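Nrf2 activation is followed as ARE-luciferase induction in the AREc32 line after one day of compound treatment; luminescence is read with Steady-Glo.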
MCF10A rereplic – induces DNA re-replication in MCF 10a normal breast cells; MCF 10A DNA re-replication, Hoechst nuclear intensity, 48 h; Potency, µM (doses to about 46.1 µM), without a hit: top-dose activity, positive = re-replication, hits mostly activators; hit rate 2.9% among 350,000; AID 624296; further: % of control where 0% means no effect; nearly all actives have a fitted effect of over 50% in size
ATXN2 expr inh – inhibitors of ATXN2 expression; HEK-293 ATXN2-luciferase reporter, luminescence, 24 h; Potency, µM (top dose mostly 57 µM), without a hit: at the top dose activity change, negative = inhibition, actives largely listed as inhibitors; hit rate 0.72% among 360,000; further: on the % scale 0 is the no-effect control and ±100 the full control effect; nearly all actives have a fitted effect of over 55% in size
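ATXN2-luciferase reporter cells (luciferase flanked by upstream and downstream ATXN2 gene portions) were treated 24 h at 37 °C with compounds at up to 57 uM. SteadyGlo luminescence gave expression; GF-AFC fluorescence gave viability.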
TGFb SMAD3 inh – TGF-b pathway inhibition | HepG2 CAGA-GFP TGF-b/SMAD3 reporter, GFP fluorescence, 18 h; TGF-beta stimulated, 500 pg/mL final | Potency, µM (top dose mostly 46.1 µM), inactives show at the highest dose activity, negative = inhibition, hits mostly inhibitors | hit rate 1.2% among 410,000 | AID 588855; further: on the % scale 0 is the no-effect control and ±100 the full control effect; nearly all actives have a fitted effect of over 65% in size
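Cell-based qHTS in HEPG2 carrying a CAGA-GFP Smad reporter; compounds added before 500 pg/mL final TGF-beta, 18 h incubation at 37 degrees C, GFP fluorescence quantified per cell by imaging cytometry.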
* = called active by the depositor; i = inactive; ? = inconclusive; . = no result given; [ ] = dose if it differs, or a comment. The call rests on the fitted dose curve; in most records, active means well fitted curve in the direction sought with a large enough effect; inconclusive means small, poorly fitted or top-dose-only effect, or another doubt; inactive means no such curve, though single readings can be large; an effect the other way counts as inactive or inconclusive. Potency means the concentration at half of the fitted maximal effect. The list is partial; rates above refer to the full screens.

SMILES	EPAC2 antag	A549 viability	HepG2 viability	Nrf2 inh	S2 tox	Nrf2 activator	MCF10A rereplic	ATXN2 expr inh	TGFb SMAD3 inh
Cc1cccc(C(=O)c2c(N)sc3c2CCC(C)C3)c1 (stereo not drawn)	0%	-5%	-2%	27%	i	13%	?	35%[activator]	?
O=C(N/N=C\c1cc(Cl)ccc1O)c1ccc(S(=O)(=O)N2CCCCC2)cc1	-2%	-16%	-35%	-15%	i	-0.3%	15µM*	2.5µM*	-33%
COc1ccccc1C(=O)n1nc(-c2ccccc2)nc1NCc1ccco1	-1%	4%	-18%	19%	i	0.2%	-4%	18%	-2%
COc1ccc(-c2cc(C)no2)cc1S(=O)(=O)N1CCN(C(=O)c2ccco2)CC1	3%	4%	1%	-6%	i	0.2%	0%	-2%	6%
COc1ccc(Cn2c(=O)sc3ccccc32)cc1	-1%	-13%	-8%	?	i	-0.2%	-184%[0.0737 µM]	-1%	-11%
CCCC(C(=O)NC1CCCC1)N(Cc1cccs1)C(=O)c1snc(C(N)=O)c1N (stereo not drawn)	5%	1%	-9%	2%	i	0.4%	-4%	-9%	-2%
Cc1cc(=O)[nH]c(SCc2cccc(F)c2)n1	4%	-13%	-23%	9%	i	0.5%	0%	8%	6%
Fc1cccc(-c2c(-c3ccccc3)ncc3cc(F)ccc23)c1	-25%	-4%	-19%	-6%	i	3.3%	?	-11%	?
CCOc1ccc(NC(=O)C(c2ccccn2)N(C(=O)CCl)c2ccc(OCC)cc2)cc1 (stereo not drawn)	-3%	0%	-24%	?	?	?	14%	-8%	-26%
CCCCCCCCN1C(=O)[C@H](CC(=O)NCc2ccc(C)o2)C[C@@]2(C(=O)OC)CCCCC=C12	-20%	.	.	.	?	6.4%	.	?	.
COc1ccc(CCNC(=O)CCSCc2ccccc2F)cc1OC	-11%	1%	-17%	-5%	i	-1.1%	1%	.	-13%
CC(C)CCn1c(=O)c2sccc2n2c(CCCC(=O)NCc3ccc(F)cc3)nnc12	.	-1%	-21%	-10%	.	0.4%	.	.	?
CCOC(=O)c1cnc2ccc(C(=O)OC)cc2c1NCCCN1CCOCC1	-2%	5%	21%	1%	i	0.5%	-1%	-23%	16%
CCOc1ccc(N(CC(=O)Nc2ccc(C)cc2C)S(C)(=O)=O)cc1	-1%	5%	-1%	-13%	i	-0.4%	3%	0%	-28%
O=C(c1ccccc1C(=O)N1CCN(c2ccccc2F)CC1)N1CCN(c2ccccc2F)CC1	10%	-1%	2%	-12%	i	0.6%	-6%	1%	-20%
CCOC(=O)c1cnc(SC)nc1Sc1ccc(Cl)cc1Cl	-13%	5%	-65%	.	i	2.0%	18%	-14%	17%
O=C(CCN1C(=O)/C(=C/c2ccccc2)SC1=S)NNC(=O)c1ccncc1	-10%	11%	3%	-1%	i	3.8%	13%	1%	4%
COc1ccc(NC(=O)CSc2nc3ccccc3c(=O)n2CCCN2CCC(C)CC2)c(OC)c1	4%	?	-7%	2%	i	-0.5%	19%	10%	-5%
COc1ccc([C@H]2C[C@H](O)[C@@H](n3cc(C4CC4)nn3)CN2CC2CCCCC2)cc1	-19%	.	2%	.	i	2.0%	.	-3%	2%
COC(=O)[C@]12CCCCC=C1N(CCC1=CCCCC1)C(=O)[C@H](CC(=O)N1CCCCC1)C2	1%	.	.	.	?	0.7%	.	?	.
COC(=O)C[C@@H]1C[C@@H]2c3cc(NS(=O)(=O)c4ccccc4)ccc3O[C@@H]2[C@@H](CO)O1	4%	.	2%	.	i	3.0%	.	8%	-2%
COc1ccc(C2C(C(=O)N3CCN(c4ccccn4)CC3)CC(=O)N2c2ccc(OC)cc2)cc1 (stereo not drawn)	10%	-6%	5%	4%	i	-0.1%	13%	73%[activator]	-4%
COc1cc(/C=N/NC(=O)c2cccc(NC(=O)c3ccccc3C)c2)ccc1O	-6%	1%	-14%	5%	i	-0.5%	?	0%	1%
O=C(CN1CCN(c2ccc(Cl)cc2)CC1)Nc1ccc(Cl)c(C(F)(F)F)c1	.	-13%	-40%	.	?	3.2%	.	?	10µM*
CC1CCCN(Cc2nc3c(c(=O)n(C)c(=O)n3C)n2Cc2ccc(Cl)cc2)C1 (stereo not drawn)	.	0%	7%	9%	i	-0.7%	.	4%	-1%
COc1ccc(NS(=O)(=O)c2c(C)cc(C)cc2C)cc1	-6%	?	-27%	21µM*	i	-0.5%	19%	-9%	0%
Cc1ccccc1N1C(=O)C(Oc2ccc(Cl)cc2)C1CNCCCOC(C)C (stereo not drawn)	-9%	?	-10%	?	i	5.4%	12%	-39%	?
CC(C)Cn1c(N)c(C(=O)COC(=O)c2cnccn2)c(=O)n(C)c1=O	5%	0%	1%	-26%	i	-0.1%	13%	-3%	3%
C/C(=N\NC(=O)c1cc(-c2ccncc2)nc2ccccc12)c1ccc(N2CCOCC2)cc1	1%[57.1 µM]	-3%	-4%	13%	i	0.2%	5.8µM*	.	0%
CC(C)N(C(=O)CS(=O)(=O)c1ccc(Cl)c(Cl)c1)C(C)C	3%	1%	-32%	-12%	.	0.4%	0%	-10%	6%
COc1ccccc1CNC(=O)C1CC(c2ccccc2F)=NO1 (stereo not drawn)	-18%	22%	-9%	9%	i	0.1%	10%	41%[activator]	?
CCOc1ccccc1NS(=O)(=O)c1csc(C(N)=O)c1	0%	-8%	-3%	1%	i	-0.5%	-12%	12%	3%
COc1ccc(/C=C/C2=CCN(Cc3ccc(OC)cc3)CC2)cc1	23%	-17%	-10%	-3%	i	-0.3%	?	-36%	-2%
CCOC(=O)C1CCN(S(=O)(=O)c2ccc3[nH]c4c(c3c2)CCCC4)CC1	-28%	-1%	-4%	-5%	i	0.1%	?	0%	-5%
Cc1ccc(C(=O)NCCc2ccc(S(N)(=O)=O)cc2)cc1-n1cnc2cccnc21	.	-2%	1%	8%	.	0.6%	.	.	3%
COc1ccc(C)cc1NC(=O)CSc1nnc(CC(=O)Nc2ccccc2C)n1C	5%	-6%	-8%	-1%	i	-0.3%	-3%	9%	?
O=C(CN1C(=O)NC2(CCc3ccccc32)C1=O)Nc1cccc(Cl)c1 (stereo not drawn)	9%	0%	-23%	-1%	?	-0.2%	7%	-23%	13%
CCOc1ccc(NC(=O)c2cnc3ccccn3c2=O)cc1	.	-3%	3%	?	i	5.0%	.	14%	-1%
O=C(CNc1ccc2c(c1)OCO2)N/N=C\c1cn(Cc2ccccc2)c2ccccc12	11%	-15%	-51%	-5%	i	5.5%	15%	-20%	?
CCOC(=O)c1c(NC(=O)CSc2nccc(=O)[nH]2)sc(C)c1C	-3%	3%	18%	-8%	i	-0.1%	-8%	4%	-2%
Cc1cccnc1NC(=O)c1ccc(NS(=O)(=O)/C=C/c2ccccc2)cc1	1%	2%	3%	-11%	i	2.6%	5%	8%	-3%
COC(=O)C1=C(C)NC2=C(C(=O)CCC2)C1c1ccc(-c2ccsc2C(=O)OC)o1 (stereo not drawn)	13%	-13%	-7%	-27%	?	9.3%	7%	.	2%
O=C(Cc1cc(=O)oc2cc(O)ccc12)NC(Cc1ccc(Cl)cc1)C(=O)O (stereo not drawn)	1%	?	0%	17%	.	2.4%	18%	-4%	14%
O=C(NCCCCc1ccccc1)C12CN(Cc3ccccc3)CC1C(c1ccc([N+](=O)[O-])cc1)=NO2 (stereo not drawn)	10%	-2%	0%	-21%	i	0.0%	8%	-4%	2%
CCNc1nc(NCC)n2c(SCC(=O)Nc3ccc(F)cc3)nnc2n1	-3%	-7%	14%	-4%	?	-0.6%	-3%	2%	-3%
Cc1cc(-c2ccccc2)n2nc(C)c(-c3ccccc3)c2n1	5%	-1%	0%	?	i	-0.9%	0%	17%	?
COCc1cccc(-c2csc(C(O)c3cccc(OC)c3)n2)c1 (stereo not drawn)	-5%	.	-4%	.	i	3.2%	.	-9%	12%
NCCCC[C@H]1CNC(=O)C(=O)N1CCc1cccc2ccccc12	7%	-6%	6%	14%	i	0.2%	-7%	3%	-3%
O=C(NCc1csc(-c2cccs2)n1)c1cccc(Cl)c1	-16%	?	-21%	?	.	18%	-7%	13%	-19%
CCOC(=O)C1CCN(S(=O)(=O)c2cccc(-c3cn4cccnc4n3)c2)CC1	10%	-12%	-23%	?	i	-0.2%	-10%	-16%	?

Assay outcomes (PubChem BioAssay)
